DRD3 agonist – qHTS of D3 Dopamine Receptor Agonist: qHTS; D(3) dopamine receptor (Homo sapiens), P35462; D3R DiscoveRx beta-arrestin cells, luminescence, 90 min; max activation, %; 0.58% of 410,000 active; AID 652048, 2013; in the data active = max activation above about 30%; note: 0% is about no effect; mostly tested at two doses, the higher about 12 µM
Target sequence (P35462 whole entry, looked up): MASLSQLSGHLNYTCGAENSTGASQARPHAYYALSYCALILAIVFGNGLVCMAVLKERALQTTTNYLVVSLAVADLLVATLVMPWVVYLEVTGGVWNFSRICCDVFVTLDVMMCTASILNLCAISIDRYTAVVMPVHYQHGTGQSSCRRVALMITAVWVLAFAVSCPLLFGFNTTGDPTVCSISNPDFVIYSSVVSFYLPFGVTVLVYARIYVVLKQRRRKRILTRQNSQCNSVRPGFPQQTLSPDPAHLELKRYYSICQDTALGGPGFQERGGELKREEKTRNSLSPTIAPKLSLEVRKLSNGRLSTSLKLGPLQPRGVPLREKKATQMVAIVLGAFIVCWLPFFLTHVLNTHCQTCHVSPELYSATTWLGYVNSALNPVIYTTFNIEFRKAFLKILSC
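Agonist-mode cell screen: cells plated at 1500/well and incubated overnight at 37 °C, then exposed to library compounds for 90 min at 37 °C. Detection reagent was added for 30–60 min at room temperature, and luminescence was read.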
GLP1R inv ag – qHTS of GLP-1 Receptor Inverse Agonists (Inhibition Mode). HEK293 GLP-1R CRE-luciferase, luminescence, 24 h; GLP-1R form is constitutively active. Potency, µM (titrated, usually from 38.3 µM), for inactives: at the highest dose activity change, negative = inhibition, usual class: inhibitors. 1.6% of 410,000 active; note: potency is the fitted concentration of half-maximal effect; % is set by controls: 0 for no effect and ±100 for the full control effect; nearly all actives have a fitted effect of over 55% in size
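qHTS in 1536-well format: reporter HEK293 cells expressing constitutive GLP-1R activity in DMEM + 10% Nu serum, 24 hr with compounds at 37 deg C, luminescence read after 12 min with detection reagent.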
WRN helicase inh – qHTS for Inhibitors of WRN Helicase; Bifunctional 3'-5' exonuclease/ATP-dependent helicase WRN (Homo sapiens), Q14191; WRN helicase unwinding, fluorescent forked duplex, kinetic; Potency, µM (highest dose often 114 µM), without a hit: at the top dose activity change, negative = inhibition, most hits filed as inhibitors; 0.46% of 360,000 active; AID 651768, 2012; note: potency is the fitted concentration of half-maximal effect; % is set by controls: 0 for no effect and ±100 for the full control effect; nearly all actives have a fitted effect of over 55% in size
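WRN at 20 nM final was preincubated with compound for 15 min at room temperature; reaction started with 100 nM forked duplex oligonucleotide carrying fluorophore and quencher plus 2 mM ATP (final). Unwinding followed kinetically by red fluorescence (ex 525/em 598 nm).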
IL2 activator – qHTS of IL-2 Activators. IL-2 activation reporter assay, cell-based qHTS; stimulated with anti-CD3/CD4/CD28 beads; in transgenic mouse T cells. activation, % (series mostly up to about 46 µM). 0.065% of 360,000 active; in the data active = activation above about 50%; inconclusive = mostly about 30% to 49%; note: 0% is about no effect
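Unstimulated transgenic mouse T cells, 750 per well, received compound and, after 60 minutes, anti-CD3/anti-CD4 bead plus anti-CD28 stimulation. EGFP and DsRed were quantified after 18 hours.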
D3 antag – qHTS of D3 Dopamine Receptor Antagonist: qHTS | D(3) dopamine receptor (Homo sapiens), P35462 | 2.5% of 360,000 active | D3R cells, DiscoveRx beta-arrestin luminescence, antagonist mode; hits give low values | max response, negative = inhibition, % | AID 652054, 2013; in the data active = max response below about -50%; inconclusive = no clear call, values can overlap the other calls; note: % is set by controls: 0 for no effect and ±100 for the full control effect; mostly tested at two doses, the higher about 12 µM
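Cells plated overnight at 1500 cells/well, then exposed to library compounds with dopamine controls for 90 minutes at 37 degrees C. DiscoveRx reagent added for 30–60 minutes at room temperature; luminescence read, quantitative HTS format.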
HEK293 tox – qHTS of GLP-1 Receptor Inverse Agonists: Cytotox Screen; HEK293 cAMP-luciferase reporter cells, luminescence, 24 h; Potency, µM (doses to about 38.3 µM), inactives show at the top dose activity change, negative = inhibition, most hits filed as inhibitors; 0.13% of 410,000 active;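 note: loss of luciferase light is scored as toxicity; potency is the fitted concentration of half-maximal effect; % is set by controls: 0 for no effect and ±100 for the full control effect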
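Step one: seed cells (200 cells/uL, DMEM with 10% Nu serum, 1% pen-strep). Step two: 12-hour incubation at 37 deg C. Step three: pin 23 nL compound, incubate 24 hr. Step four: add luciferase reagent, read luminescence 12 min later.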
PI5P4Ka inh – qHTS for Inhibitors of phosphatidylinositol 5-phosphate 4-kinase (PI5P4K) | Phosphatidylinositol 5-phosphate 4-kinase type-2 alpha (Homo sapiens), P48426 | PI5P4Kalpha enzyme, ADP-Glo luminescence, 60 min; hits give low values | max response, % | 1.2% of 330,000 active; active = max response of -50% or lower; inconclusive = between -30% and -50%; inactive = -30% or higher; note: value at the top dose of about 77 µM; % is set by controls: 0 for no effect and ±100 for the full control effect
Target sequence (P48426 whole entry, looked up): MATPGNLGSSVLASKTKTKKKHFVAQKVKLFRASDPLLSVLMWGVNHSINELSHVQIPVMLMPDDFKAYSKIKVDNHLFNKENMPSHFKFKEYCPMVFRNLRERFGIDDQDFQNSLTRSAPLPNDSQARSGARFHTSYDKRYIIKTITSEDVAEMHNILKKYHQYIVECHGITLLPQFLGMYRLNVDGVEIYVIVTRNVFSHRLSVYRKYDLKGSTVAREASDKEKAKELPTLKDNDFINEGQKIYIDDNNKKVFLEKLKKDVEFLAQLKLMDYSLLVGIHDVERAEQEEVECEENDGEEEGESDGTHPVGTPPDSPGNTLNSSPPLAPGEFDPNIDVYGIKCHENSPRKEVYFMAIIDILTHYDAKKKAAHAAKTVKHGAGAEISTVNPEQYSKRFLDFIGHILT
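ADP-Glo luminescence end-point read after a 60 min room-temperature kinase reaction of PI5P4Kalpha plus substrate, initiated with ATP at 5 microM final. Buffer: 0.038 M HEPES pH 7.4, EGTA, 0.1% CHAPS, 5% DMSO.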
PLK1 PBD inh – qHTS for Inhibitors of PLK1-PDB (polo-like kinase 1 - polo-box domain): Primary Screen; Serine/threonine-protein kinase PLK1 (Homo sapiens), P53350; 2.8% of 360,000 active; AID 720504, 2013; Potency, µM, inactives show max response, negative = inhibition, actives largely listed as inhibitors; Plk1 PBD binding of FITC phosphopeptide, fluorescence polarization; note: potency is the fitted concentration of half-maximal effect; series mostly up to about 57 µM; % is set by controls: 0 for no effect and ±100 for the full control effect; nearly all actives have a fitted effect of over 65% in size
GLP1R ag – qHTS of GLP-1 Receptor Agonists | Glucagon-like peptide 1 receptor (Homo sapiens), P43220 | HEK293 GLP-1R CRE-luciferase, luminescence, 4-6 h; cells express a hypersensitive GLP-1R form | Potency, µM (highest dose often 45.6 µM), for the others: at the highest dose activation, usual class: activators | 0.007% of 380,000 active; note: potency is the fitted concentration of half-maximal effect; % of control where 0% means no effect
* marks the source's active call; other numbers are inactive results; ? = inconclusive; / = not tested or not shown; & = joins results of further samples; [ ] = remark or other dose. Unless noted, calls come from the whole dose curve; as a rule, active = well fitted curve in the direction sought with a large enough effect; inconclusive = small, poorly fitted or top-dose-only effect, or another doubt; inactive = no such curve, though single readings can be large; an effect the other way counts as inactive or inconclusive. An unsorted share of the library; any-hit rate near 7.8%.

molecule | WRN helicase inh | HEK293 tox | PLK1 PBD inh | GLP1R ag | GLP1R inv ag | IL2 activator | DRD3 agonist | D3 antag | PI5P4Ka inh
CN(C(=O)c1cccc(NC(=O)Cc2ccc(NC(=O)C3CCCN(C(=O)C4CCCCC4)C3)cc2)c1)C1CCCC1 (configuration not stated) | -3% | 1% | -19% | 0% | -15% | 0.0 | -21 | 13 | -29
CC1CC(=O)N(CC(=O)Nc2ccc(F)cc2F)c2ccccc2S1 (configuration not stated) | / | -9% | / | 8% | -4% | / | 1 | / | /
CC1CCCCC1NC(=O)CCCCCn1c(=S)[nH]c2ccccc2c1=O (configuration not stated) | -9%[57.1 µM] | -1% | -10% | 0% | -22% | -2.4 | -10 | -27 | 6
CCOC(=O)c1ccc(NC(=O)Cn2cccc2)cc1 | -2% | 3% | -3% | -2% | 3% | -2.2 | 22 | -18 | /
CCc1ccc(NS(=O)(=O)c2c(C(=O)N3CCCCCC3)c(C)n(C)c2C)cc1 | 0% | -14% | -6% | 2% | ? | -0.7 | 8 | 4 | 0
CCc1cccc(C)c1NC(=O)COC(=O)c1ccc2c(c1)S(=O)(=O)c1ccccc1C2=O | 8% | 1% | -15% | 2% | 2% | 0.1 | -6 | -24 | 2
O=C(OCCOc1ccc(Cl)cc1)c1cc(S(=O)(=O)N2CCCCC2)ccc1N1CCOCC1 | -3% | -4% | -8% | 17% | 10µM* | -0.8 | 1 | 2 | 11
COc1ccc(-c2nc3ccccn3c2NCc2ccc3c(c2)OCO3)cc1 | -2% | -7% | 4% | 0% | ? | -1.9 | -5 | 17 | -4
COc1ccc(/C=C2\N=C3CCCCCN3C2=O)cc1 | 3% | 15% | -14% | 14% | 21% | -3.6 | 9 | 0 | 0
CC(C)(C)OC(=O)NCCCCCO | 7% | -3% | -1% | -1% | -4% | 0.6 | 15 | 32 | 11

Laid out differently: 7 of the compounds above
Every second line gives: WRN helicase inh, HEK293 tox, PLK1 PBD inh, GLP1R ag, GLP1R inv ag, IL2 activator, DRD3 agonist, D3 antag, PI5P4Ka inh
CN(C(=O)c1cccc(NC(=O)Cc2ccc(NC(=O)C3CCCN(C(=O)C4CCCCC4)C3)cc2)c1)C1CCCC1 (configuration not stated)
  -3%, 1%, -19%, 0%, -15%, 0.0, -21, 13, -29
CC1CC(=O)N(CC(=O)Nc2ccc(F)cc2F)c2ccccc2S1 (configuration not stated)
  /, -9%, /, 8%, -4%, /, 1, /, /
CC1CCCCC1NC(=O)CCCCCn1c(=S)[nH]c2ccccc2c1=O (configuration not stated)
  -9%[57.1 µM], -1%, -10%, 0%, -22%, -2.4, -10, -27, 6
CCOC(=O)c1ccc(NC(=O)Cn2cccc2)cc1
  -2%, 3%, -3%, -2%, 3%, -2.2, 22, -18, /
CCc1ccc(NS(=O)(=O)c2c(C(=O)N3CCCCCC3)c(C)n(C)c2C)cc1
  0%, -14%, -6%, 2%, ?, -0.7, 8, 4, 0
CCc1cccc(C)c1NC(=O)COC(=O)c1ccc2c(c1)S(=O)(=O)c1ccccc1C2=O
  8%, 1%, -15%, 2%, 2%, 0.1, -6, -24, 2
O=C(OCCOc1ccc(Cl)cc1)c1cc(S(=O)(=O)N2CCCCC2)ccc1N1CCOCC1
  -3%, -4%, -8%, 17%, 10µM*, -0.8, 1, 2, 11

More results follow:
molecule | WRN helicase inh | HEK293 tox | PLK1 PBD inh | GLP1R ag | GLP1R inv ag | IL2 activator | DRD3 agonist | D3 antag | PI5P4Ka inh
COC(=O)CCC(=O)N1CCCC(CO)(Cc2ccccc2C)C1 (configuration not stated) | 5% | 0% | -4% | -7% | -12% | -0.1 | -2 | 17 | 2
CC(=O)c1cccc(NC(=O)CCNS(=O)(=O)c2cccc3nonc23)c1 | -9% | -4% | 8% | -2% | -8% | 0.7 | -10 | 6 | 11
COc1ccc(C(=O)/C=C/C(=O)N(CC(=O)NCCC(C)C)Cc2cccs2)c(O)c1 | -1% | -15% | 34µM* | -3% | ? | -0.9 | 1 | -11 | -14
Cc1cc(OC(=O)c2ccccc2[N+](=O)[O-])c([N+](=O)[O-])c(=O)[nH]1 | -13% | 1% | -11% | 0% | 1% | -0.6 | -2 | 0 | 0
Cc1ccc(S(=O)(=O)N2CCN(C(=O)COC(=O)C3(C)CC3(Cl)Cl)CC2)c(C)c1 (configuration not stated) | -5% | -6% | 3% | 1% | ? | -0.3 | -3 | -4 | 5
COc1ccc(COC(=O)c2cccc(S(=O)(=O)N3CCCC3)c2)cc1F | -8% | -6% | -9% | 1% | ? | -4.1 | 2 | 0 | 5
CCC(=O)Nc1ncc2c(n1)CC(c1ccco1)CC2=O (configuration not stated) | -11% | 5% | -7% | 0% | -8% | -1.5 | -31 | 0 | /
C=CCN1CCc2nc(N)sc2CC1 | -5% | 12% | -22% | 7%&-3% | 23% | -0.3 | 93* | 4 | ?
COc1ccc(C2=NOC(C(=O)NCCN3CCOCC3)C2)cc1 (configuration not stated) | 2% | 4% | 2% | -23% | 10% | 3.7 | 2 | 2 | /
Cc1cc(NC(=O)c2cccs2)cc(-c2nc3cc(Cl)ccc3o2)c1O | / | 4% | / | 14% | 3% | / | -3 | / | /
CCCS(=O)(=O)N1CCCC(C(=O)N2CCCCC2)C1 (configuration not stated) | 9% | -2% | -15% | 19% | -8% | 0.3 | 5 | 2 | 8
Cc1ccc(-c2ccc(/C=C3/NC(=O)NC3=O)o2)cc1[N+](=O)[O-] | -29% | ? | -6% | 18% | 5% | -1.0 | -17 | 1 | -10
Cc1oc2c(c1C(=O)c1ccc(Cl)cc1)C(=O)C(=O)c1ccccc1-2 | -35% | -9% | ? | -11% | 0% | -5.8 | -14 | ? | 1
CC(C)CN(CCCNC(=O)CN1N=C(c2ccc(Cl)cc2)CCC1=O)CC(C)C | -4% | 3%&0% | -3% | -1% | 1%&-9% | -2.0 | 4&-21 | -2 | 2
COc1ccc(C(=O)Nc2cccc(NC(=O)c3ccc(OC)c(OC)c3)n2)cc1OC | 11% | 0% | -1% | 4% | ? | 1.3 | 21 | 57 | 3
CCCCN1C(=O)C(C(=O)OCc2ccccc2)CC2=C1CCCC2=O (configuration not stated) | 2% | 1% | -19% | 5% | 0% | 0.2 | -20 | 12 | 1
O=C(NCCCl)NNc1c(Cl)cc(Cl)cc1Cl | 8% | 13%[7.66 µM] | -2% | 2% | 18%[7.66 µM] | 1.2 | -2 | 1 | -3
COc1ccc(Cc2nnc(SCC(=O)Nc3cc(Cl)ccc3C)[nH]c2=O)cc1 | -20% | -3% | -23% | 3% | -29% | 0.7 | -12 | -3 | -4
CCCS(=O)(=O)NC(=O)C1(C)CCN(C(=O)c2ccco2)C1 (configuration not stated) | 4% | -5% | 0% | -3% | 17% | 0.4 | -2 | 10 | 3
COc1ccc(S(=O)(=O)NCCCCCC(=O)NCCCN2CCOCC2)cc1 | -2% | -7% | -5% | -3% | 8% | -0.9 | -17 | -22 | /
O=C(CN1CCN(Cc2ccc(F)cc2)CC1)NCCc1ccccc1 | -16% | 10% | -28% | -2% | -11% | 1.3 | 1 | 2 | -10
Cc1ccc(C)c(NC(=S)Nc2ccc(S(=O)(=O)Nc3ncccn3)cc2)c1 | -9% | -10% | -1% | -2% | 20% | 1.3 | 4 | -12 | 0
O=C(O)CCC(=O)N1CCN(S(=O)(=O)c2cccs2)CC1 | -30% | -2% | -1% | -19% | 8% | -1.5 | 5 | -21 | 6
Cc1ccc(Cl)cc1N1CCN(C(=O)c2ccc3c(c2)N(Cc2ccccc2F)C(=O)c2ccccc2S3(=O)=O)CC1 | / | 3% | / | 0% | -4% | / | -14 | / | /
Cc1ccc(NC(=O)CN(C)C(=O)Cc2ccc3c(c2)CCC3)cc1 | 3% | 2% | -5% | -1% | ? | 0.8 | 1 | -9 | -6
COCCNC(=O)CN(c1cc(Cl)ccc1OC)S(=O)(=O)c1ccc(C)c([N+](=O)[O-])c1 | -4% | -6% | -5% | 23% | 7% | -3.4 | -3 | -25 | 6
COc1cc(CNn2cnnc2)ccc1OCC(=O)NC1CCCCC1 | 3% | 2% | 3% | 9% | 22% | 0.4 | 2 | 11 | -1
CCc1sc(C(=O)Nc2ncccc2C)cc1C | -10% | -1% | 3% | 6% | 9% | 1.3 | -4 | 8 | 3
CCOC(=O)c1c(NC(=O)c2ccn(CC)n2)sc2c1CCCC2 | -12% | 1% | -8% | 13% | -29% | -1.4 | 15 | 19 | /
CCN(CC)S(=O)(=O)c1cc(NC(=O)C2Cc3ccccc3C(=O)O2)ccc1C (configuration not stated) | -1% | 9% | -14% | -2% | -13% | -1.0 | -8 | -16 | -3
CCC1(C)SC(NC(C)=O)=NN1C(C)=O (configuration not stated) | -14% | 2% | ? | 0% | 3% | -0.3 | 1 | 10 | -7
COc1ccc(C2/C(=C(/O)c3ccc(Cl)cc3)C(=O)C(=O)N2CCN2CCOCC2)c(OC)c1 (configuration not stated) | -7% | -14% | 1% | -4% | 0% | -0.3 | 1 | 0 | 2

Screens as filed in PubChem BioAssay.
